# Compound activity: PubChem BioAssay, several laboratories
# MOR-DOR inv ag = inverse agonists of human mu-delta opioid receptor heterodimerization; hit rate 0.21% among 340,000; cell-based MOR-DOR heterodimer luminescence, inverse agonism; inhibition, % at 9.3 µM; in the data active means inhibition above about 22%, passing the limit was not always enough;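 further: 0% = cells with DMSO and 100% = wells without cells with DMSO; values of inactives mirror those of a sister screen read the other way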
# PKA-R1A act = activators of PKA-R1A complex; AID 504707; activation, % at 11.4 µM; hit rate 0.083% among 340,000; PKA-R1A dissociation, Cy5-IP20 fluorescence polarization; scaled: DMSO 0%, 113 µM cGMP 100%;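 active means percent activation above the mean of all tested compounds plus 3 SD, cut at about 19% in these data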;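 further: higher means more PKAc released from R1A so a rise in polarization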
# AddAB inh = less growth of phage-infected E. coli with AddAB | E. coli expressing H. pylori AddAB, absorbance growth | inhibition, % at 11.9 µM | hit rate 0.29% among 330,000 | AID 435030; in the data active means inhibition above about 12%;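 further: 0% = vehicle wells of infected cells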
# HTR5A inv ctr = HTR5A inverse agonism, opioid heterodimer counter-screen; HTR5A cell line, luminescence; inhibition, % at 9.3 µM; hit rate 0.083% among 340,000; AID 504634; in the data active means inhibition mostly above about 23%, no sharp cut-off; inactive means mostly below about 18%;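 further: 0% = cells with DMSO and 100% = no-cell wells with DMSO; some compounds called inactive have numbers as strong as hits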
# Target sequence (P47898 whole entry, looked up): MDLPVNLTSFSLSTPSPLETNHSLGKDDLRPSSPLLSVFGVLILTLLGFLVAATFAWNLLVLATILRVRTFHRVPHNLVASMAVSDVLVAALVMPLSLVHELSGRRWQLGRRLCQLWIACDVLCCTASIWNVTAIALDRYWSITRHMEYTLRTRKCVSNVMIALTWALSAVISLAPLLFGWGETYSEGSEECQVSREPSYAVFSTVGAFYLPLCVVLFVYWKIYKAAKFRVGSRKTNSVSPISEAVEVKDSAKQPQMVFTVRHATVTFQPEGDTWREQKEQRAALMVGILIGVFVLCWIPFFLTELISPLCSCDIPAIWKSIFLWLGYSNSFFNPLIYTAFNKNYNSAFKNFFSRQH
# Tat export inh = blocks Tat-dependent protein export in E. coli. E. coli MC4100 TorA-mCherry Tat export, fluorescence. hit rate 0.036% among 340,000. inhibition, % at 10 µM. AID 488895;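 active means mean replicate inhibition at least 50% and at least half of replicates individually reaching 50%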;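 further: exported cargo escapes ClpAP degradation while cytoplasmic cargo is degraded and loses fluorescence; 0% = median of neutral control wells and 100% = median of NaSCN control wells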
# PKA-R2B act = activates the human PKA-R2B holoenzyme complex. P22694+P31323. activation, % at 11.4 µM. PKA-R2B holoenzyme dissociation, Cy5-IP20 fluorescence polarization; R2B truncated from residue 108, S112A mutant; 0% DMSO only, 100% 113 µM cGMP. hit rate 0.079% among 340,000;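 active means activation above a cutoff set at the mean over all compounds plus 3 SD, cut at about 18% in these data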;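 further: higher means more holoenzyme dissociation and a rise in polarization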
# Target sequence (P31323 whole entry, looked up, other chains not shown, the tested form may be a part): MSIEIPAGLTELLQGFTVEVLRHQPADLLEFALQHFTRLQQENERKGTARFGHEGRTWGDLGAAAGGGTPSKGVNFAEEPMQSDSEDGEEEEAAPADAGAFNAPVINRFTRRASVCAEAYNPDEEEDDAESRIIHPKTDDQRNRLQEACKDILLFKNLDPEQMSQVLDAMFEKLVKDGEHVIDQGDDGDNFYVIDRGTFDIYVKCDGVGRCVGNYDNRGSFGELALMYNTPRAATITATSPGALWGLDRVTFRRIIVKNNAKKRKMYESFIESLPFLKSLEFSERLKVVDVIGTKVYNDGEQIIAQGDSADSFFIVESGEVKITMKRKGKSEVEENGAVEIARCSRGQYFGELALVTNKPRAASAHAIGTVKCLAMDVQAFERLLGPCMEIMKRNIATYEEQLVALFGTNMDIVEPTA
# MOR-DOR ag = agonists of human mu-delta opioid receptor heterodimerization; activation, % at 9.3 µM; AID 504326; cells, OPRM1-OPRD1 heterodimerization, luminescence; hit rate 0.3% among 340,000; P35372+P41143; in the data active means activation above about 18%;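 further: 0% = vehicle-treated cells and 100% = reference agonist; values of inactives mirror those of a sister screen read the other way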
# E coli growth = bacterial growth inhibition, counter-screen for AddAB inhibitors | E. coli V3065 growth, OD600 absorbance, 18 h | inhibition, % at 11.9 µM | hit rate 0.27% among 330,000 | AID 449728;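 active means inhibition above the campaign's mean inhibition across all tested compounds plus 3 SD, cut at about 9.9% in these data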;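 further: uninfected addAB+ strain grown without phage in ampicillin broth; 0% = DMSO wells and 100% = ciprofloxacin 0.95 µg/ml wells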
# PfHsp90 set2 = growth inhibition of yeast expressing Plasmodium Hsp90 | hit rate 0.32% among 310,000 | inhibition, % at 9.4 µM | S. cerevisiae expressing PfHsp90, BacTiter-Glo ATP, 48 h; yeast lacking PDR1 and PDR3 efflux regulators;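 active means every replicate shows inhibition above about 80%, whatever the replicate mean, limit read from the data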;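 further: 0% = DMSO neutral controls and 100% = 20 µM radicicol positive controls; yeast relying on Plasmodium falciparum Hsp90 in place of its own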
# SUMO Mot1 rescue = inhibitors of SUMOylation pathway: yeast Mot1-301 growth rescue | S. cerevisiae Mot1-301 growth rescue, ATP luminescence, 38.5C; percent above DMSO median, 100 means doubled | growth rescue, % at 18.8 µM | hit rate 1% among 320,000 | AID 2716;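 active means every valid replicate shows activation above 250% relative to neutral control wells; inactive means the rest, any valid replicate at or below 250%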;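 further: OY570 slx delta 5 strain wells were the positive control but not used for scaling; some compounds called inactive have numbers as strong as hits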
# phage Ecoli inh = E. coli growth loss with phage present | hit rate 0.26% among 360,000 | growth absorbance | inhibition, % at 11.9 µM; in the data active means inhibition above about 11%
# Numbers without * were called inactive; . = not tested or not shown.
SMILES,PKA-R1A act,MOR-DOR ag,PKA-R2B act,SUMO Mot1 rescue,phage Ecoli inh,HTR5A inv ctr,E coli growth,PfHsp90 set2,Tat export inh,MOR-DOR inv ag,AddAB inh
Cc1ccc(N(CC(=O)NC2CCCCC2)C(=O)CCC(=O)Nc2nccs2)cc1,-3,-0.6,3,169,0.8,1,0.1,-26,-13,4,1.1
CC(C)Oc1ccc(NC(=O)Oc2ccccc2)cc1,-10,-1.1,-4,-67,0.6,2,-2.7,-1,2,6,-0.4
COc1cc2c(cc1OC)-c1cc(Nc3ccc(C)cc3)nc(=O)n1CC2,3,1.0,-6,51,0.6,4,0.0,23,-2,-4,0.1
COc1ccc(C2CCCN2C(=O)Nc2ccc(Cl)cc2)cc1OC (stereo unspecified),1,-1.2,7,-3,4.0,2,0.9,12,-2,6,0.0
Cc1ccc2c(cnn2C(=O)CCC(=O)NCc2cccc(Br)c2)c1,-11,-1.2,-7,2,2.5,-32,-0.1,-10,1,7,-0.2
CC(=O)Nc1sc2c(c1-c1nc3ccccc3s1)CN(C(C)C)CC2,-3,-2.4,9,-11,-0.2,1,-1.1,-6,0,13,2.0
COCC(=O)N(CCN(C)C)Cc1cc2cc3c(cc2nc1Cl)OCO3,12,-1.3,4,-12,2.9,-2,-0.2,45,-6,6,1.4
CCCN(C(=O)Cc1nc(N)n[nH]1)C1(C(=O)Nc2ccccc2C)CCCCC1,-8,-0.3,5,74,3.4,-30,-1.1,0,-8,2,0.8
CCOC(=O)CSc1nc2cccnc2n1C,-10,-4.7,-14,9,5.1,-1,-1.2,-5,15,23,2.0
COc1cc(CCC(=O)Nc2c(C(=O)N3CCN(c4ccccc4)CC3)oc3ccccc23)on1,2,-2.9,7,0,6.0,16,6.6,6,-1,14,6.4
CCOC(=O)N1CCN(C(=O)CSc2nc3c(cnn3-c3ccccc3)c(=O)[nH]2)CC1,2,-1.1,3,-6,2.9,0,-0.6,27,-13,7,-1.6
C=C1CC[C@@H]2[C@](C)(CO)[C@H](O)CC[C@@]2(C)[C@@H]1C/C=C1/C(=O)OCC1O (stereo partly specified),8,0.3,9,.,3.2,-1,.,-5,-2,-2,.
Cc1ccccc1S(=O)(=O)NC1OC(=O)C(Oc2ccccc2)=C1Br (stereo unspecified),5,-0.6,1,.,-1.9,8,0.6,8,-5,3,0.3
O=C(NC1CCCCC1)C(c1ccccc1)N(Cc1ccco1)C(=O)c1csnn1 (stereo unspecified),-3,0.1,3,4,0.3,-9,-3.6,16,8,-1,0.2
Cc1ccccc1OCCNC(=O)c1ccccc1Sc1ccccc1C#N,9,-2.4,-1,11,0.8,5,0.5,3,-1,10,0.9
CCc1cc2c3c(c1)C1(C(=O)N3C(C)(C)CC2C)C(C#N)=C(N)N2C(=C1C#N)Nc1ccccc12 (stereo unspecified),-14,0.8,-11,608*,2.1,3,-2.1,-12,5,-4,-1.1
COc1cccc(NC(=O)N2CCCC(C(=O)Nc3ccccc3OC)C2)c1 (stereo unspecified),-9,-0.8,-11,-8,1.8,-25,-0.5,.,1,4,2.8
CC(C)c1nc2sc(C(=O)O)c(N)c2c2c1CCCC2,0,-0.6,3,-16,2.7,9,0.2,-1,2,3,0.3
O=C(OCC1COc2ccccc2O1)c1ccccc1F (stereo unspecified),3,6.8,3,21,2.6,-2,-0.4,-8,-1,-39,1.1
COc1ccc(CN(CC(=O)NCC2CCCO2)C(=O)CCC(=O)Nc2nccs2)cc1 (stereo unspecified),-1,-0.8,-7,2,1.4,12,0.1,28,10,4,3.1
Cc1c(C#N)c2ncnc(-c3ccccc3)c2n1-c1ccccc1,-7,-1.9,0,5,1.4,-9,0.8,.,-14,9,2.3
CCCCNc1nc2sc3c(c2c(=O)n1-c1cccc(Cl)c1)CCN(C)C3,-1,-1.1,7,-20,1.3,-1,-0.2,1,0,6,0.8
COc1ccc(OCCN2CCN(C3CC(=O)N(CCC(C)C)C3=O)CC2)cc1 (stereo unspecified),1,-0.1,-3,-10,0.9,-15,-0.3,.,2,0,1.5
CCn1c(SCC(=O)Nc2ccc(C)cc2)nnc1-c1ccc(O)cc1,1,-2.8,-5,4,1.6,6,-2.4,-2,7,14,1.7
O=C(NNC(=O)c1ccccc1[N+](=O)[O-])Nc1ccccc1C(F)(F)F,-5,-1.4,-9,-23,1.4,7,1.2,-6,3,7,0.3
O=C(c1ccoc1)N1CCCC(N2CCN(c3cccc(Cl)c3)CC2)C1 (stereo unspecified),0,1.9,4,-11,0.4,8,.,20,-7,-10,.
Cc1cccc(C)c1NC(=O)c1cc(S(=O)(=O)N2CCOCC2)ccc1F,6,-1.3,-12,3,2.4,-22,-2.1,-23,-9,7,-0.2
CCN(C(=O)COC(=O)c1[nH]c(C)c(C(C)=O)c1C)C1CCS(=O)(=O)C1 (stereo unspecified),4,-0.7,10,378,1.2,-13,-0.2,17,-6,4,0.2
CC(=O)[C@@]1(O)CC[C@H]2[C@@H]3CCC4=CC(=O)CC[C@]4(C)[C@H]3CC[C@@]21C,0,0.1,-15,20,2.7,-6,-1.8,6,-4,-1,-1.6
COC(=O)c1ccc(NC(=O)CCn2c(=O)oc3ccccc32)cc1,-4,-0.9,1,5,0.5,14,-1.0,-12,1,5,0.8
O=C1NC(=Nc2ccccc2Cl)S/C1=C\c1ccc(C(=O)O)cc1,7,-2.2,2,-15,3.6,-10,0.9,-7,-12,12,-0.1
CN(C)/C=C/C(=O)c1ccc(Br)s1,-5,1.1,-9,-7,1.9,-13,-1.2,-30,0,-5,-0.1
OCCNCCSc1ccc(Cl)cc1,6,-0.2,-3,3,5.7,-20,2.5,4,6,2,4.8
CC(C)OCC(O)CN1CCNCC1 (stereo unspecified),-3,-1.7,-3,-8,2.6,-19,-1.6,.,-1,10,3.6
COc1cccc(CNC(=O)CCC2CCCN(C(=O)c3ccc(C)nc3)C2)c1 (stereo unspecified),-9,-0.1,2,-6,-0.3,22,1.2,.,5,1,0.3
Cc1ccc(SCC(=O)NC2CC2)cc1,-4,-3.7,5,3,3.5,-5,-2.6,-27,2,19,2.6
CCC(=O)Nc1ccc(Br)c(Cl)c1,-4,-0.8,5,703*,1.7,1,-0.4,-6,0,5,1.4
O=C(CCn1c(=S)oc2ccccc21)N1CCN(c2ccc(F)cc2)CC1,-8,-1.8,-15,-15,0.3,-10,-0.5,23,0,10,1.5
CCCCN(CC)C(=O)Cc1cn(C)c2ccccc12,-2,-3.0,0,-31,2.6,11,0.3,11,0,17,1.6
Cc1ccc2cc(C#N)c(NCCNC(=S)NCCCN(C)C)nc2c1C,-9,-0.2,-5,4,2.8,-12,-2.8,15,-2,1,-1.2
O=C1S/C(=C\c2ccc(Cl)cc2)C(=O)N1CCn1cnnn1,-1,0.0,-16,11,3.2,2,-0.9,3,20,0,-0.6
O=C(O)C1CCCN(S(=O)(=O)c2ccc3c(c2)OCCO3)C1 (stereo unspecified),-8,-3.9,-3,2,3.3,6,1.8,-13,4,20,2.1
COc1ccc2nc(/C(C#N)=C\c3ccc(Oc4ccc([N+](=O)[O-])cn4)cc3)[nH]c2c1,-1,6.7,14,10,1.8,-21,-0.4,2,1,-40,2.6
Cc1ccc(C)c(OCc2ccc(C(=O)Nc3ccc([N+](=O)[O-])cn3)o2)c1,1,0.6,1,-5,2.2,-29,-1.1,-26,6,-2,0.0
Cc1cccc(N/C=C(\[N+](=O)[O-])S(=O)(=O)c2ccccc2)c1C,-5,-0.1,5,-8,4.5,-2,0.6,21,1,1,0.3
Cn1nc(-c2ccccc2)c(CSc2ccccc2)c1Cl,1,5.2,-10,-10,1.4,-3,2.2,-9,0,-28,1.7
COc1ccc(C(=O)CSc2nnc(CCc3ccccc3)n2-c2ccccc2)cc1,4,0.5,1,0,1.3,-19,-2.5,4,12,-3,1.1
Cc1ccc(NC(=O)CCNS(=O)(=O)c2ccc3c(c2)CCC(=O)N3)cc1C,1,-2.3,6,-3,0.5,5,-0.7,3,-5,11,1.7
O=C(CSc1n[nH]c(-c2ccncc2)n1)Nc1ccc(Cl)cc1,2,1.2,-10,6,5.7,-6,-2.1,-1,-9,-9,-0.3
COc1cccc(C(=O)Nc2cccc(C(=O)NCC(C)C)c2)c1,6,-1.5,3,-11,4.3,-4,1.9,37,-4,8,3.9
CC(/C=C/c1ccc(N(C)C)cc1)=N/N=C1/NC(=O)CC(C(=O)Nc2ccc(Cl)cc2)S1 (stereo unspecified),1,-0.5,-5,1,1.6,-15,3.0,-10,-2,3,2.8
COc1cc2c(cc1OC)CN(C1CCC(C)CC1)CC2 (stereo unspecified),2,-1.4,1,20,2.6,20,-2.1,18,0,7,0.7
CC(=O)Nc1ccccc1C(=O)C(=O)Nc1cccc(Br)c1,-3,-3.0,-9,.,1.3,-5,-0.4,.,-4,14,1.8
COc1cc(C(=O)NC2CCCc3ccccc32)ccc1OCC(=O)Nc1ccc(F)cc1 (stereo unspecified),-7,0.8,-2,-9,3.8,0,-3.3,-25,2,-5,-2.7
COC(C(=O)Nc1ccc(F)cc1)c1ccccc1 (stereo unspecified),4,-2.9,-2,-29,0.5,-27,-0.2,-2,-7,17,-0.9
COc1ccccc1N1CCN(C(=O)c2cn(C)c3ccc(S(=O)(=O)N4CCOCC4)cc3c2=O)CC1,2,-1.8,-2,258,-1.1,-16,0.4,-18,-1,9,2.0

# More results
SMILES,PKA-R1A act,MOR-DOR ag,PKA-R2B act,SUMO Mot1 rescue,phage Ecoli inh,HTR5A inv ctr,E coli growth,PfHsp90 set2,Tat export inh,MOR-DOR inv ag,AddAB inh
CCOC(=O)C(NC(=O)c1ccc(F)cc1)(Nc1nnc(C)s1)C(F)(F)F (stereo unspecified),-1,0.6,-10,-1,-2.6,-16,-2.5,-12,-1,-3,-0.1
Cc1ccc(C(C)C)c(OCC(=O)Nc2ccc(N3CCN(S(C)(=O)=O)CC3)cc2)c1,0,3.1,6,0,2.1,-23,-1.6,-6,-4,-16,-0.9
COc1cc(/C=C/C(=O)OCC(=O)c2ccccc2)cc(OC)c1OC,3,-2.2,-1,16,0.5,12,-0.2,.,1,9,-0.5
CC(C)CC(=O)Nc1ccc2c3c(cccc13)CC2,-3,0.4,-3,389*,2.0,-8,0.2,-7,1,-2,1.8
Cc1ccc(-n2nc3c(N4CCC(C(=O)N5CCCCCC5)CC4)nnc(C)c3c2C)cc1,-17,-3.5,-10,2,.,-17,1.2,7,12,18,0.9
COc1cccc(CN2CCNC(=O)C2CC(=O)NCCOc2cccnc2)c1 (stereo unspecified),-6,0.7,-6,-10,4.8,-9,-1.2,21,11,-5,1.2
Oc1cc(Nc2ccccc2)cc2cccnc12,9,4.5,0,3,4.9,0,-1.4,7,-10,-25,0.1
